# Screening results from PubChem BioAssay.
# PHOSPHO1 block – inhibitors of human PHOSPHO1 phosphatase; hit rate 1.1% among 290,000; inhibition, % at 13.3 µM; Q8TCT1; recombinant PHOSPHO1, absorbance phosphatase assay; in the data active = inhibition above about 60%
# Target sequence (Q8TCT1 whole entry, looked up): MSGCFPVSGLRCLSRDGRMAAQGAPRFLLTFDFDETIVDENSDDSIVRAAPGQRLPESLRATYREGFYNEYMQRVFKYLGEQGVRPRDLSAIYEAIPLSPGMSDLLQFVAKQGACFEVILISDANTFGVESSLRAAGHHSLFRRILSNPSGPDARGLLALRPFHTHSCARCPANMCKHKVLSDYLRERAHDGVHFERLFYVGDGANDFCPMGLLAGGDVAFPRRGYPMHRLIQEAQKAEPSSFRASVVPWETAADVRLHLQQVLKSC
# IMP-1 inhibitor – blocks Pseudomonas aeruginosa IMP-1 metallo-beta-lactamase | inhibition, % at 5.6 µM | hit rate 0.45% among 290,000 | purified IMP-1, nitrocefin hydrolysis, epi-absorbance fluorescence;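 active = inhibition above the mean plus 3 SD of all compounds in the same screening run, cut at about 4.5% in these data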;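 also: 0% = IMP-1 with DMSO and 100% = DMSO wells lacking enzyme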
#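 System: Purified recombinant IMP-1 metallo-beta-lactamase enzyme | Measured by: Fluorescence quenching readout, ex 480/em 530 nm | Replication: Singlicate | Incubation: 15 min preincubation plus 25 min reaction at 25 °C | Evaluation: Percent inhibition from optical density relative to buffer-blank wells | Benchmarks: DMSO with and without IMP-1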
# HCV NS3 hel inh – HCV NS3 helicase inhibition | AID 1800 | NS3 helicase DNA unwinding, Cy5 molecular beacon fluorescence | hit rate 0.56% among 290,000 | inhibition, % at 10.9 µM;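 active = inhibition above the mean of all tested compounds plus 3 SD, set per campaign, cut at about 35% in these data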;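 also: 0% = DMSO wells and 100% = thioflavine S control wells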
#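 System: HCV NS3 helicase fragment; control set: DMSO and thioflavine S; technique: Cy5 fluorescence at 0 and 60 min, beacon hairpin quenching; reagent: beacon DNA duplex substrate plus ATP; replicates: singlicate; schedule: 1 h reaction at 25 °C, ATP-initiated; medium: MOPS buffer pH 6.5 with MgCl2, DTT, Tween20, BSA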
# FID counter – displaces DNA intercalator in HCV helicase counter-screen; DNA fluorescent intercalator displacement, fluorescence; inhibition, % at 7.9 µM; hit rate 0.17% among 290,000; AID 1845; in the data active = inhibition above about 37%;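 also: 0% = vehicle and 100% = reference compound; higher means more ethidium bromide displaced from hairpin DNA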
# pCIP destab – lowers stability of the mouse p/CIP coactivator protein; decrease of EGFP signal, % at 10 µM; hit rate 0.01% among 290,000; F442A p/CIP-EGFP cells, EGFP fluorescence, 16 h;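 active = EGFP signal decrease of at least 30% at 10 µM or well 3 SD below plate mean, unless failing retest; inactive = the rest, including hits failing retest or dose response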; also: some compounds called inactive have numbers as strong as hits; many of its hits are not listed in these tables
# MEKK3 PB1 HTS – modulators (inhibitors or enhancers) of MEK5 binding to human MEKK3 PB1 domain; Q99759; bead-based flow cytometry, Alexa488-MEK5 binding to MEKK3; actives lie on both sides; 0 = blocked by unlabeled MEK5, 100 = vehicle; binding response (% of control), % at 10 µM; hit rate 1.4% among 290,000;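 active = binding response more than 3 SD above or below the average of its plate-row segment, actives on both sides; inconclusive = wells at one plate position flagged as instrument error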;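 also: Alexa488 bead fluorescence after subtracting the streptavidin-only scavenger bead signal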
# Target sequence (Q99759 whole entry, looked up, the tested form may be a part): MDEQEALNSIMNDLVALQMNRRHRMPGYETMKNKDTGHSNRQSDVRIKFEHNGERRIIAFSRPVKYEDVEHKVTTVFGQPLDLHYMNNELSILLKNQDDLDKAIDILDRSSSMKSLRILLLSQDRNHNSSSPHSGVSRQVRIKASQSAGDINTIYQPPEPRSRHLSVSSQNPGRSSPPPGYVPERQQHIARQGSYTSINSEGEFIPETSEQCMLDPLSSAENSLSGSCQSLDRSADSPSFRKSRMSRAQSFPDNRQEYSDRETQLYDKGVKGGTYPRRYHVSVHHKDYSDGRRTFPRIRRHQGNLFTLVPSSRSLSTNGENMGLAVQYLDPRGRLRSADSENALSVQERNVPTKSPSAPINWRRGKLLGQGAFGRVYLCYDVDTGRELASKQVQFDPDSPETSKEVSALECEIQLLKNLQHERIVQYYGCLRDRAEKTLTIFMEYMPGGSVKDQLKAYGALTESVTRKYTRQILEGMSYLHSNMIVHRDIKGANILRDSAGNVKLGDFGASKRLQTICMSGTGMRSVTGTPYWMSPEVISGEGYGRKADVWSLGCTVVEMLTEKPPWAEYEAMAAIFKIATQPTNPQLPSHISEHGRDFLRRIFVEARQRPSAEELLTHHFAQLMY
# IDE cell activ – IDE (human) activation, cell-based; P14735; HEK cells, FAbeta-B cleavage, fluorescence polarization; 0% vehicle, 100% cell-free pure enzyme wells; activation, % at 5.96 µM; hit rate 0.073% among 340,000;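 active = activation above the mean of all tested compounds plus 3 SD, set per screening campaign, cut at about 17% in these data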
# UBC9 SUMO inh – SUMOylation inhibition; P63279; HTRF SUMOylation assay, SAE1/SAE2 + UBC9, in vitro; inhibition, % at 35 µM; hit rate 0.36% among 290,000; AID 2006; in the data active = inhibition above about 50%, passing the limit was not always enough; inconclusive = no clear call, values can overlap the other calls; also: strong numbers were not always called active
# VIM-2 inh – blocks Pseudomonas aeruginosa VIM-2 metallo-beta-lactamase | purified VIM-2, nitrocefin hydrolysis, epi-absorbance fluorescence | inhibition, % at 5.6 µM | hit rate 0.89% among 290,000;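 active = inhibition above the mean of all tested compounds plus 3 SD, cutoff set per screening run, cut at about 7.5% in these data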;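 also: red hydrolysis product quenches plate fluorescence so inhibitors raise well fluorescence; 0% = enzyme with DMSO and 100% = DMSO without enzyme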
# The depositor's hits bear a star; ? = inconclusive; . = no result given. This is a subset. The share of hits here may be higher or lower than overall.
nr	SMILES	PHOSPHO1 block	IMP-1 inhibitor	HCV NS3 hel inh	FID counter	pCIP destab	MEKK3 PB1 HTS	IDE cell activ	UBC9 SUMO inh	VIM-2 inh
1	O=C(CN1CCN(C(=O)C2CCCO2)CC1)Nc1ccc(Cl)cc1 (configuration not stated)	16	-2.1	8	-7	8	102	8	-14	-0.1
2	COc1cccc(C2C3=C(N=c4s/c(=C\c5ccc(O)cc5)c(=O)n42)c2ccccc2CC3)c1OC (configuration not stated)	2	-1.9	8	2	1	100	3	-2	-1.9
3	O=C(CSc1nc2ccc([N+](=O)[O-])cc2[nH]1)NC1CCCCC1	-5	-1.1	0	2	-8	105	2	-12	1.3
4	O=C(NC(Cc1ccccc1)C(=O)Oc1ccc2c(C(F)(F)F)cc(=O)oc2c1)OCc1ccccc1 (configuration not stated)	10	0.3	3	-2	-4	102	-4	?	0.9
5	COc1cc(C(=O)NCCC(=O)NCCN2CCCCCC2)cc(OC)c1OC	11	-1.2	-9	11	0	111	-7	7	1.9
6	COc1ccc(C(C(O)C(=O)c2c[nH]c3ccccc23)N2CCN(c3ccc(OC)cc3)CC2)cc1 (configuration not stated)	11	-0.5	-17	5	-7	110	-1	-15	-1.3
7	COc1ccccc1OCCCCOc1ccccc1C(C)=O	-7	-2.1	0	-21	-14	105	2	2	-1.0
8	O=C(COc1ccccc1Cc1ccccc1)NCCCN1CCOCC1	48	-3.8	-5	1	-5	103	4	7	-2.6
9	CCn1ccnc1CN(C)C(=O)CCc1nnc(CCCc2ccccc2)o1	26	-1.3	-2	-2	2	101	2	11	-1.7
10	Cc1ccc(CCC(=O)Nc2ccc(Cl)cc2)o1	-2	-5.0	9	-2	-22	101	-4	-3	-1.6
11	COc1ccc(S(=O)(=O)N2CCN(C(=O)c3cccs3)CC2)cc1	-12	-4.3	0	-9	-7	108	-2	-27	0.8
12	CCOC(=O)CSC1=C(C#N)C(c2ccc(F)cc2)C(C(C)=O)=C(C)N1 (configuration not stated)	79*	-3.9	1	-20	5	105	2	-20	-2.7
13	Brc1ccc2c(c1)C(c1cccs1)=NNC(c1cccnc1)=N2	33	-3.1	-1	-4	-9	81	2	5	-1.1
14	CCCC(=O)Nc1nc2ccc(NC(=O)c3ccccc3F)cc2s1	44	-2.2	-2	-3	8	86	4	10	-0.5
15	Cc1cc(C)n(C(=O)Cc2cn3ccsc3n2)n1	12	-2.1	-7	7	-9	105	-1	19	-0.2
16	CC1CC(=O)C2=C(C1)Nc1nc3ccccc3n1C2c1cccnc1 (configuration not stated)	37	-3.5	1	1	-5	95	2	?	-3.8
17	Cc1ccc(N(CC#N)C(=O)CS(=O)(=O)c2cccc([N+](=O)[O-])c2)cc1	41	-3.6	4	-6	-9	104	5	-2	-1.8
18	CCN1C(=O)c2ccccc2S(=O)c2ccc(C(=O)NCCN(CC(C)C)CC(C)C)cc21 (configuration not stated)	23	-3.5	-4	14	4	107	-3	7	0.5
19	CN1CCN(Cc2c(O)ccc3cc(-c4ccccn4)c(=O)oc23)CC1	44	-1.2	3	-12	-13	107	5	44	0.3
20	CC(=O)N1c2ccccc2C(=O)C1N(C)c1ccc(C)cc1 (configuration not stated)	39	1.0	11	-4	-1	103	2	11	1.6
21	O=C(Nc1ccnn1C1CCN(Cc2c[nH]c3ccccc23)CC1)c1ccccc1	19	-2.1	-67	10	2	105	1	-13	-5.1
22	CCn1c(SCC(=O)OC(C)C)nnc1-c1ccccc1OC	-10	-1.4	1	-14	-6	103	7	-1	-1.3
23	O=C(CCS(=O)(=O)c1ccccc1)NCc1ccccc1	47	0.5	6	-5	-16	104	2	2	-1.0
24	CSc1nnc(-c2cc3ccccc3cc2O)n1C	6	-3.6	-4	-11	9	99	4	24	-1.8
25	Nn1c(CSc2nc3ccccc3o2)nnc1CSc1nc2ccccc2o1	26	-6.9	30	-40	-13	106	-4	12	-2.1
26	CCOC(=O)N1CCN(CCC(=O)Nc2cc([N+](=O)[O-])ccc2OC)CC1	-3	1.4	11	2	6	94	2	3	-2.6
27	CSC1=C(C#N)C(=O)NC(c2ccc(Cl)cc2)S1 (configuration not stated)	27	-3.3	13	4	-6	95	2	10	-3.2
28	CCCCC(=O)NC(c1ccc(Cl)cc1)c1ccc2cccnc2c1O (configuration not stated)	.	-5.4	35	-39	.	104	-6	.	-2.7
29	Cc1cc2cc(CNS(=O)(=O)c3ccc4ccccc4c3)ccc2n1C	-2	-2.5	2	-23	-4	100	2	-30	-1.1
30	CCOc1ccc([N+](=O)[O-])c(N)c1	12	-0.7	12	2	4	101	7	-3	0.5

# From entry 27 up to 30, copied from above:
nr	SMILES	PHOSPHO1 block	IMP-1 inhibitor	HCV NS3 hel inh	FID counter	pCIP destab	MEKK3 PB1 HTS	IDE cell activ	UBC9 SUMO inh	VIM-2 inh
27	CSC1=C(C#N)C(=O)NC(c2ccc(Cl)cc2)S1 (configuration not stated)	27	-3.3	13	4	-6	95	2	10	-3.2
28	CCCCC(=O)NC(c1ccc(Cl)cc1)c1ccc2cccnc2c1O (configuration not stated)	.	-5.4	35	-39	.	104	-6	.	-2.7
29	Cc1cc2cc(CNS(=O)(=O)c3ccc4ccccc4c3)ccc2n1C	-2	-2.5	2	-23	-4	100	2	-30	-1.1
30	CCOc1ccc([N+](=O)[O-])c(N)c1	12	-0.7	12	2	4	101	7	-3	0.5

# Continued.
nr	SMILES	PHOSPHO1 block	IMP-1 inhibitor	HCV NS3 hel inh	FID counter	pCIP destab	MEKK3 PB1 HTS	IDE cell activ	UBC9 SUMO inh	VIM-2 inh
31	Cc1cccc(OCC(=O)N/N=C/c2ccccc2C(=O)O)c1	23	-2.3	9	-24	-12	132*	4	12	-2.1
32	CC(=O)Nc1ccc(C2=NN(c3ccccc3)C(c3ccccc3)C2)cc1 (configuration not stated)	.	-0.6	-18	-12	4	97	-1	7	-0.1
33	COC(=O)N1C(=O)[C@@](c2ccccc2)(C2CCCC2)N1C(=O)OC	-16	-3.9	6	-31	-5	100	3	5	-0.9
34	COc1ccc2nc(NC(=O)C(NS(=O)(=O)c3cccs3)C(C)C)sc2c1 (configuration not stated)	-14	-4.0	15	-20	-11	103	4	-13	-4.0
35	COc1ccccc1/C=C/CN1CCC(Oc2ccc(C(=O)N3CCCC3)cc2)CC1	41	-3.6	-14	15	-1	96	3	8	-2.2
36	CCC(C)[C@H](NC(=O)C1CC(=O)N(c2ccc(OC)cc2)C1)C(=O)NC1CCCC1 (some centres not stated)	48	-3.3	-3	-39	-8	102	-1	2	-1.4
37	COc1cccc(-c2csc(NC(C)=O)n2)c1	14	-3.2	-3	-2	-13	103	4	19	-0.6
38	O=S(=O)(c1cccc(-c2nnc(SCc3ccc(Cl)cc3)o2)c1)N1CCCCC1	5	-0.5	1	-3	12	110	-3	0	0.1
39	Nc1c(C(=O)c2ccc(Cl)cc2)oc2ccccc12	6	-1.8	0	-2	8	123	4	-9	-2.7
40	CCS(=O)(=O)N1CCN(C(=O)c2cccs2)CC1	1	-2.8	4	-5	3	108	-2	20	-0.8
41	CCOc1ccccc1NC(=S)N(Cc1cc2ccc(C)cc2[nH]c1=O)CC1CCCN1CC (configuration not stated)	-16	-3.5	0	10	4	120	2	-11	2.0
42	CC1CCCN(C(=O)c2cccc(S(=O)(=O)Nc3cc(C(F)(F)F)ccc3Cl)c2)C1 (configuration not stated)	3	-3.5	44*	-43	-3	101	5	6	-4.0
43	CC1(C)CC(=O)CC2(C1)NCC(c1ccccc1Cl)c1c2[nH]c2ccccc12 (configuration not stated)	44	-5.4	6	-19	-5	99	-7	-6	-2.4
44	COC(=O)C1=C(C)N(CCc2ccccc2)C(=O)/C1=C\c1ccco1	22	-3.4	12	-13	3	100	0	3	-2.4

# Entries of single compounds, quoted from the list. Order of screens: PHOSPHO1 block, IMP-1 inhibitor, HCV NS3 hel inh, FID counter, pCIP destab, MEKK3 PB1 HTS, IDE cell activ, UBC9 SUMO inh, VIM-2 inh
# COc1cccc(-c2csc(NC(C)=O)n2)c1 reads 14, -3.2, -3, -2, -13, 103, 4, 19, -0.6
# Nc1c(C(=O)c2ccc(Cl)cc2)oc2ccccc12 reads 6, -1.8, 0, -2, 8, 123, 4, -9, -2.7
# CC(=O)Nc1ccc(C2=NN(c3ccccc3)C(c3ccccc3)C2)cc1 (configuration not stated) reads ., -0.6, -18, -12, 4, 97, -1, 7, -0.1
# COC(=O)N1C(=O)[C@@](c2ccccc2)(C2CCCC2)N1C(=O)OC reads -16, -3.9, 6, -31, -5, 100, 3, 5, -0.9
